Autophagy HCS – autophagy modulators in MEF cells, primary screen, imaging, high-content, MEF GFP-LC3; MEF GFP-LC3 puncta imaging; test concentration mostly 10 µM; calls only at 10 µM (by protocol); 190,000 tested, 0.98% active; AID 463193, 2010;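 active = percentage of spot-positive cells more than 3 SD above its plate mean, without a fluorescence outlier flag or 80% toxicity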;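 also: spot-positive cell cutoff set from DMSO-treated cells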
Insulin prom up – insulin promoter activators in MIN6 cells, imaging, high-content screening, mouse beta cells | MIN6 insulin promoter-GFP reporter; stronger effect = higher value | z-score at 5 µM | 190,000 tested, 0.3% active | AID 1625, 2009;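 active = z-score above 3 at 5 µM with at least 500 cells counted in the well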
ER stress rescue – rescue of cells from ER stress-induced death, primary screen, 384-well, CSM14.1, thapsigargin, ATP luminescence (AID 1222) | one-dose cellular ATP content (survival), % at 20 µM; EC50 in µM for titrated hits | CSM14.1 thapsigargin-induced death rescue, ATP luminescence; higher % means a stronger effect | 190,000 tested, under 10 active;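 active = EC50 below 50 µM in the dose-response confirmation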;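 also: death triggered by thapsigargin at about 15 µM added after 2 h compound pretreatment; cell ATP read after overnight thapsigargin exposure of roughly 18 to 22 hours; normalized against plate controls of thapsigargin alone and 5% DMSO vehicle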
bCat nuc transl – modulators of beta-catenin nuclear translocation, primary screen, imaging, HeLa cells, immunofluorescence, high-content; nuclear translocation activity, % at 5 µM; AID 1665, 2009; 190,000 tested, 0.3% active;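 active = nuclear translocation activity above 50% at 5 µM, with a well cell count of 50 or more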;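 also: per-cell ratio of nuclear to cytoplasmic median beta-catenin stain intensity; plate controls were DMSO negative control for no effect and GSK-3 inhibitor IX positive control for full effect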
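Technique: fluorescence imaging of beta-catenin antibody stain plus DAPI / Material: human HeLa cell line / Incubation: compound treatment 24 h, 37°C, 5% CO2 / Read-out basis: % activation of per-cell nuclear versus cytoplasmic median beta-catenin signal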
Dynein cargo inh – inhibitors of GR-EGFP nuclear translocation, primary screen, dynein cargo transport inhibitor project, imaging, high-content, 3617.4 mouse cells; 220,000 tested, 0.47% active; z-score, hits read low; test concentration mostly 20 µM; stimulated with dexamethasone, 1 µM; stronger effect = lower value;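 active = plate z-score of nuclear minus cytoplasmic receptor signal below a set negative limit, without overly bright fluorescence or cell loss, cut at about -3.5 in these data, passing the limit was not always enough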;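 also: z-score of nuclear minus cytoplasmic ring GR-EGFP intensity difference per well; some compounds called inactive have numbers as strong as hits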
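Also added: dexamethasone, 1.0 µM final. Medium: tet-free, stripped-serum medium. Detection: fixed, Hoechst-stained cells imaged at 10x for EGFP. Read-out: nuclear-to-cytoplasmic GR-EGFP distribution per well. Times: induction 48 h, compound 1 h, agonist 30 min.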
M1AAP inhibition – P. falciparum M1AAP inhibitors, biochemical, fluorogenic H-Leu-NHMec substrate, 1536-well (AID 1445). Aminopeptidase N (Plasmodium falciparum (isolate 3D7)). recombinant M1AAP, H-Leu-NHMec fluorogenic kinetic assay; higher % means a stronger effect. inhibition, % at 30 µM; hits with a dose series show IC50 in µM. 220,000 tested, 0.42% active;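 active = primary inhibition above the hit cutoff, then over 50% inhibition at one or more dose response concentrations, cut at about 23% in these data, passing the limit was not always enough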;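 also: plate controls were DMSO full reaction for no effect and no enzyme background for full effect; strong numbers were not always called active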
P. falciparum M17LAP – P. falciparum M17LAP inhibitors, primary screen, biochemical, fluorogenic H-Leu-NHMec substrate, 1536-well (AID 1619) | Leucine aminopeptidase (Plasmodium falciparum (isolate 3D7)) | recombinant M17LAP, H-Leu-NHMec fluorogenic kinetic assay; higher % means a stronger effect | one-dose inhibition, % at 30 µM; IC50 in µM for titrated hits | 220,000 tested, 0.38% active;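 active = compound inhibiting the enzyme by more than half at any dose during confirmatory dose-response retesting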;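 also: plate controls were full reaction with DMSO carrier for no effect and no enzyme background for full effect; strong numbers were not always called active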
UTI89 phage lysis – inhibition of K1F phage lysis, E. coli UTI89, bacterial capsule biogenesis inhibitors, alamar blue (AID 488966); E. coli UTI89 K1F phage lysis, alamar blue, 2 h; higher % means a stronger effect; inhibition, % at 100 µM; hits with a dose series show IC50 in µM; 340,000 tested, 0.02% active;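 active = phage lysis inhibition, versus mean bacterial control, above a set limit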;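 also: capsule biogenesis inhibitors block K1F phage lysis so surviving cells raise fluorescence; higher fluorescence means more inhibition of phage lysis; actives were called in the ten point dose series up to 300 µM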
MT stabilizer – microtubule stabilizers in HeLa cells, primary screen, imaging, high-content imaging. HeLa tubulin immunostaining HCS, 24 h; share of cells brighter than vehicle mean+2SD. % tubulin-high responders, % at 10 µM. 200,000 tested, 0.83% active. AID 2205, 2009;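 active = plate Z-score above 3 for both tubulin-high and condensed-nucleus cell shares, with cell loss under 80%, at 10 µM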;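 also: anti alpha tubulin signal scored within the nucleus-defined area of each cell; some results filed as inactive read as strong as hits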
Dynein cargo inh cytoplasmic EGFP – also measured in Dynein cargo inh; calls as there; z-score; measured here: cytoplasmic GR-EGFP intensity; stronger effect = higher value
Dynein cargo inh nuclear GR-EGFP – recorded beside Dynein cargo inh, whose call it bears; z-score; measured here: nuclear GR-EGFP intensity;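 lower value marks the stronger effect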
Dynein cargo inh cell count – also measured in Dynein cargo inh; calls as there; z-score; measured here: cell count per field
Insulin prom up cell count – also measured in Insulin prom up; calls as there; cell count; measured here: cytotoxicity, nuclei count;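 total cells summed across four imaged fields per well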
bCat nuc transl cell count 5 µM – further read-out of bCat nuc transl, marked with its call; cell count; measured here: cell count, cytotoxicity flag
MT stabilizer Hoechst-high % – also measured in MT stabilizer; calls as there; % Hoechst-high responders; measured here: nuclear condensation Hoechst responders;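 share of cells brighter than vehicle mean plus two SD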
MT stabilizer cytotoxicity % – also measured in MT stabilizer; calls as there; toxicity, %; measured here: cytotoxicity by cell density;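 0% = mean cell density of plate MIN control wells and 100% = no cells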
Autophagy HCS cell loss 18 h – second read-out of Autophagy HCS, no call of its own (marks repeat the call); toxicity, %; measured here: cell loss, nuclei count;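 cell loss after 18 h compound exposure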
Numbers without * were called inactive; i = inactive; x = no result given; [ ] = another dose, or the depositor's remark.

SMILES	Autophagy HCS	Autophagy HCS cell loss 18 h	Insulin prom up	Insulin prom up cell count	ER stress rescue	bCat nuc transl	bCat nuc transl cell count 5 µM	Dynein cargo inh	Dynein cargo inh cytoplasmic EGFP	Dynein cargo inh nuclear GR-EGFP	Dynein cargo inh cell count	M1AAP inhibition	P. falciparum M17LAP	UTI89 phage lysis	MT stabilizer	MT stabilizer Hoechst-high %	MT stabilizer cytotoxicity %
Cc1ccc(-n2c(=S)[nH]c3sc4c(c3c2=O)CCc2ccccc2-4)cc1	i	8.7	-0.25	1466	2.6%	-0.7	1100	0.758	-0.169	0.604	-0.78	11.6%	-7.2%	0.4%	7.7	1.9	8.6
CCOc1nc(Nc2ccc(OC)cc2)nc(N2CCOCC2)n1	i	-10.9	0.74	1561	-2.7%	1.7	1044	-0.864	-0.215	-0.47	0.435	2.3%	-9.1%	-0.1%	2.6	2.2	4.9
CC(NC(=O)Cn1nnc(-c2ccncc2)n1)c1ccccc1 (stereo unspecified)	i	-6.9	x	x	-2.6%	4.1	455	-0.837	0.0854	-0.119	1.32	0.1%	3.5%	x	3.6	2.7	5.5
Brc1cc2c(cc1Cn1c(-c3cncs3)nc3ccccc31)OCO2	i	-6.6	-0.38	1934	-1.9%	1.2	1107	-0.34	-0.182	-0.0909	0.522	-3.9%	0.8%	1.7%	2.4	2.0	5.9
CCOC(=O)N1CCC(NC(=O)Cn2nc(-c3ccccc3)ccc2=O)CC1	i	-4.9	0.68	1324	-0.7%	x	x	0.176	-0.266	0.507	1.26	2.9%	8.0%	0.4%	2.1	3.1	9.0
O=C(NNC1=NCCC1)C1CC1	i	7.7	0.11	1232	-0.4%	-5.6	1212	-0.127	-0.193	0.118	-1.02	3.4%	-0.3%	-0.2%	2.7	1.0	4.6
Cc1ccc(NC(=O)C(=O)NCCc2c[nH]c3ccccc23)c(C)c1	i	5.6	0.53	1314	-0.9%	-1.4	1167	-0.0772	-0.314	-0.0669	0.0775	14.1%	2.8%	-0.2%	4.8	2.2	9.1
CCCC(=O)CN1C(=O)C2(OCCO2)c2ccccc21	i	-14.8	0.91	1190	-0.6%	x	x	-0.436	-0.232	0.0116	0.313	0.9%	-5.4%	0.2%	4.4	2.0	4.6
CCOC(=O)C1C(=O)NC(N2CCOCC2)=NC1c1ccco1 (stereo unspecified)	i	1.8	x	x	-2.2%	x	x	-0.561	-0.293	-0.338	-0.0283	8.8%	-4.1%	1.5%	2.6	1.9	4.5
CO/N=C(/CS(=O)Cc1ccccc1Cl)c1ccc(Cl)cc1Cl (stereo unspecified)	i	14.6	0.26	1656	0.1%	-0.9	1429	0.0608	-0.227	-0.278	0.464	4.8%	-2.0%	1.2%	3.0	1.5	6.8
O=C1CN(C(=O)COC(=O)c2ccccc2NCc2ccco2)c2ccccc2N1	i	-7.1	-0.26	992	1.0%	-0.3	1141	-0.486	-0.227	0.0978	-0.0991	20.5%	-13.6%	2.5%	2.2	1.2	3.2
Cc1cc([N+](=O)[O-])ccc1NC(=O)C(C)N1CCN(c2ccccn2)CC1 (stereo unspecified)	i	-6.7	-0.03	1401	5.4%	-1.6	975	-0.45	-0.339	-0.0541	1.12	x	x	0.0%	2.4	1.5	3.7
O=C(Nc1ccccc1C(=O)N1CCOCC1)c1ccc(F)cc1	i	-8.8	0.03	884	-0.7%	x	x	-0.443	0.343	0.0292	0.208	-1.3%	-4.7%	5.2%	2.9	1.5	9.2
O=C(C[n+]1ccccc1)c1ccc(NC(=O)c2ccccc2)cc1	i	-4.4	0.51	1510	-1.7%	-1.0	927	0.457	-0.152	0.274	0.578	2.8%	3.8%	0.1%	1.4	0.9	9.9
O=c1c2c3c(sc2nc2n1CCCCC2)CCCCC3	i	-4.9	1.22	1931	1.5%	-1.4	1033	-0.755	0.367	-0.106	0.795	2.8%	-13.5%	0.1%	1.5	4.7	10.4
C=CCN(C(=O)CN1CCOCC1)c1nc(C)c(-c2ccccc2)s1	i	-11.7	0.34	1060	0.4%	-4.5	1215	2.56	-0.195	1.37	-0.595	-0.3%	11.3%	-0.2%	2.6	1.9	3.3
COc1cc(OC)cc(C(=O)NCc2n[nH]c(=S)n2-c2ccccc2)c1	i	-5.3	x	x	-2.7%	x	x	2.42	-0.112	1.91	-1.91	0.4%	-3.8%	0.7%	5.0	2.9	5.3
COc1ccc(CCN(C)C(=O)CSc2nccn2C)cc1OC	i	1.6	-0.71	938	-2.0%	2.6	705	1.96	-0.224	0.711	-0.615	-3.6%	-5.8%	0.4%	1.1	0.9	6.4
CC(C)OP(=O)(OC(C)C)C1(O)C(=O)Nc2ccc(Br)cc21 (stereo unspecified)	i	6.5	0.1	1525	-1.0%	0.2	1381	-0.348	-0.162	-0.262	-0.25	4.8%	6.7%	3.5%	1.4	0.7	8.6
CC(=O)O[C@H]1CC[C@H]2[C@@H]3CCc4cc(O)ccc4[C@H]3CC[C@]12C	i	11.0	x	x	-2.5%	0.1	491	-0.315	-0.179	0.0359	0.58	-3.8%	-21.0%	4.6%	4.1	2.7	4.2
COc1ccccc1C(=O)NC1CCN(C(=S)NCCc2ccccc2)CC1	i	-5.1	-0.45	1579	6.2%	-2.9	937	-0.294	-0.255	0.0861	0.252	5.6%	17.1%	-0.7%	2.5	1.5	9.3
CCN1CCN(Cc2ccc(OCc3ccccc3)cc2)CC1	i	-4.3	-0.36	1084	-2.1%	x	x	-1.31	-0.249	-0.554	-0.431	2.9%	-4.6%	0.5%	1.9	1.9	3.5
CNS(=O)(=O)c1ccc2c(c1)NC(=O)C1CCCN21 (stereo unspecified)	i	0.3	0.89	1297	0.9%	-0.5	874	0.591	-0.186	0.447	-0.361	1.7%	7.6%	3.3%	2.7	1.7	7.4
Cc1ccccc1NC(=O)CCN1CCN(C/C=C/c2ccccc2)CC1	i	14.7	-2.46	921	-0.3%	-3.3	1123	0.683	-0.335	0.274	-0.282	0.7%	0.5%	3.6%	1.6	2.0	11.2
CCOc1ccc(C2CC(c3cccc(Cl)c3)n3nc(N)nc3N2)cc1 (stereo unspecified)	i	-10.2	x	x	x	-2.2	1142	-0.76	-0.144	-0.183	-0.129	5.5%	1.9%	11.1%	2.5	1.6	8.8
COc1ccc(-c2csc3nc(C(C)C)oc(=O)c23)cc1OC	i	10.8	0.28	1436	11.3%	0.6	1483	-1.34	-0.147	-0.11	0.931	0.9%	-2.7%	-0.1%	6.2	3.6	4.6
CCOC(=O)C1=C(C)NC(=O)CC1c1cc2c(cc1[N+](=O)[O-])OCO2 (stereo unspecified)	i	1.4	x	x	1.9%	-1.5	1125	0.255	-0.304	-0.0378	-0.0648	9.8%	1.8%	0.2%	3.2	1.7	12.9
CC(=O)Nc1sc(N/N=C/c2ccccc2)nc1-c1ccc(C)cc1	x	x	-0.04	1051	x	1.0	1333	-0.886	-0.261	-0.496	1.13	6.8%	4.2%	-0.6%	x	x	x
Cc1ccc(C(=O)N/C(=C\c2ccccc2F)c2nc(=S)[nH][nH]2)cc1	i	-2.8	-0.03	1368	1.3%	1.6	1100	0.308	-0.331	0.0772	0.505	8.3%	3.1%	-0.7%	4.8	0.2	2.5
COc1cc(OC)cc(C(C)=O)c1	i	87.1	x	x	-1.0%	x	x	1.97	-0.181	0.928	-1.34	-3.6%	4.1%	0.0%	2.0	1.5	4.2
O=C(Cc1ccccc1)NCc1n[nH]c(=S)n1-c1ccccc1	i	3.6	0.22	1101	-0.8%	x	x	-0.327	-0.205	0.00609	-0.064	1.7%	16.0%	0.2%	1.6	1.5	4.6
O=C(/C=C/c1cccc(Br)c1)N1CCN(c2ccccn2)CC1	i	17.9	-0.04	1328	3.1%	-4.1	1118	-0.201	-0.228	-0.194	0.383	12.4%	8.6%	0.1%	1.6	1.8	7.0
CCC1C(C#N)=C(SCC(N)=O)NC2=C1C(=O)CC(C)(C)C2 (stereo unspecified)	x	x	-0.52	1059	x	1.5	1330	-0.948	-0.221	0.116	1.12	0.2%	-13.2%	x	x	x	x
Oc1oc(-c2ccccc2)nc1C=Nc1cccc2ccccc12	i	0.7	1.42	2053	-2.8%	5.0	1040	-0.841	0.38	-0.282	-0.243	7.8%	2.3%	0.5%	7.1	2.9	11.7
COc1ccc(CNC(=O)CSc2nnc3c(Cl)cc(C(F)(F)F)cn23)cc1OC	i	11.2	0.58	1449	-0.8%	2.9	1038	-0.213	-0.149	-0.00588	-0.42	8.3%	-11.6%	1.2%[50 µM]	8.4	1.6	13.7
